Bioassay records: PubChem, National Center for Advancing Translational Sciences (NCATS)
PNC assembly inh: High Content Assay for Compounds that inhibit the Assembly of the Perinucleolar Compartment; activity change (PNC), negative = inhibition, % at 10 µM; AID 2417, 2010; hit rate 3.1% among 140,000; PC3M PTB-GFP, PNC prevalence imaging, 16 h; stronger effect = lower value;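 active means readout at or below -70, meaning at least 70% loss of cells showing the perinucleolar compartment, a nuclear body marking cancer cells; inconclusive means readout between -30 and a set limit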;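 further: plate controls were DMSO wells for no effect and camptothecin positive control wells for full effect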
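PC3M cells stably expressing PTB-GFP, 750–1000 cells/well, treated 16 h at 37 °C with compound (23 nl of library stock), in duplicate. After paraformaldehyde fixation and Hoechst stain, imaged at 20x; PNC prevalence scored by image analysis.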
ALOX15B inhib: qHTS Assay for Inhibitors of 15-hLO-2 (15-human lipoxygenase 2) | Potency, µM (doses to about 57.1 µM), without a hit: at the highest dose activity change, negative = inhibition, usual class: inhibitors | hit rate 0.56% among 110,000 | Polyunsaturated fatty acid lipoxygenase ALOX15B (Homo sapiens), O15296 | purified 15hLO-2, xylenol orange hydroperoxide absorbance; further: potency means the concentration at half of the fitted maximal effect; nearly all actives have a fitted effect of over 60% in size; many of its hits are not listed in these tables
Target sequence (O15296 whole entry, looked up): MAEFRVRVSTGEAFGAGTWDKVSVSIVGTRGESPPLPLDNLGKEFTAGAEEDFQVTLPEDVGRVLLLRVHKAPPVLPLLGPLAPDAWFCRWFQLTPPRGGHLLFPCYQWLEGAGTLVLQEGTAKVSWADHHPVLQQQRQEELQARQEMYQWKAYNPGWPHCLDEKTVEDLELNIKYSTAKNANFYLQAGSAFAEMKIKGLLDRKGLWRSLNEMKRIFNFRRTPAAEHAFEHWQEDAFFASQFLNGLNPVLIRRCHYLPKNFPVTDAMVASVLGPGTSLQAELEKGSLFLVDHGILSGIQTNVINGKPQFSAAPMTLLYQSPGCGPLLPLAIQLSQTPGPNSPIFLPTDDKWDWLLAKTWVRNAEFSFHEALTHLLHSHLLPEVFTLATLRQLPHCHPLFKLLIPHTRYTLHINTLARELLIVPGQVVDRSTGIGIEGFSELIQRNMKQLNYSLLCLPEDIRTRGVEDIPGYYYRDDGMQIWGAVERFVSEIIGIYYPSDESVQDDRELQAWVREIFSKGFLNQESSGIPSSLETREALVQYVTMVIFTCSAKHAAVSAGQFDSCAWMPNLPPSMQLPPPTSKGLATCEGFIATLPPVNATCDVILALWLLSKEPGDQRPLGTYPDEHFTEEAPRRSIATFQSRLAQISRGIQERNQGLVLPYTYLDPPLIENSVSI
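Enzyme 50 nM, AA 45 uM, 25 mM Hepes pH 7.5 + 0.01% Triton X-100; cpd preinc 15 min RT, rxn 90 min RT; stop/detect with 200 uM XO + 300 uM Fe(II) in 50 mM H2SO4, 30 min; A573/A405.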
12-hLO inh: qHTS Assay for Inhibitors of 12-hLO (12-human lipoxygenase) | Potency, µM (top dose mostly 57.1 µM), inactives show at the highest dose activity change, negative = inhibition, actives largely listed as inhibitors | purified 12-hLO, xylenol orange hydroperoxide absorbance | Polyunsaturated fatty acid lipoxygenase ALOX12 (Homo sapiens), P18054 | hit rate 0.12% among 150,000 | AID 1452, 2008; further: potency means the concentration at half of the fitted maximal effect; nearly all actives have a fitted effect of over 55% in size; many of its hits are not listed in these tables
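Purified human 12hLO (150 nM final) was preincubated with compounds for 15 min at room temperature in 25 mM Hepes pH 7.0, 0.01% Triton X-100, then reacted with 40 uM arachidonic acid for 30 min. Hydroperoxide was detected with ferrous iron/xylenol orange.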
IMPase inh: qHTS Assay for Identifying the Cell-Membrane Permeable IMPase Inhibitors; CHO-M1 cells, IP1 accumulation, HTRF TR-FRET ratio; inhibition (IP1 accumulation), % at 46.1 µM; 120,000 tested, under 10 active; AID 901, 2007; active means well fitted curve in the direction sought with a large enough effect in the signal ratio, not every such curve was filed as active; inconclusive means small, poorly fitted or top-dose-only effect, or a change in a side signal; inactive means no such curve, though single readings can be large or run the other way; the % refers to the signal ratio;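 further: cells stimulated with carbachol in lithium chloride buffer; plate controls were DMSO basal wells for no effect and reference inhibitor wells for full effect; higher means more IMPase inhibition seen as more IP1 and lower FRET ratio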
Target sequence (P97697 whole entry, looked up): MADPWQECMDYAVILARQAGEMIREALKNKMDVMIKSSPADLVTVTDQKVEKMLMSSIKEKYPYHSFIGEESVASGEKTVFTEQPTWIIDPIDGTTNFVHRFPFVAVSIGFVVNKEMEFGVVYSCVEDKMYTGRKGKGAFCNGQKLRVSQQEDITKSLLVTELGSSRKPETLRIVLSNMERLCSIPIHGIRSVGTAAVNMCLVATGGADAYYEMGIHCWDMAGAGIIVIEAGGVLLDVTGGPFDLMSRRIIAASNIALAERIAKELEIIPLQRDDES
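Elevated IP1 in lysates lowers TR-FRET signal (665/620 ratio and 620 channel reported). Cells were CHO-M1, given carbachol (50 uM as added) plus 50mM LiCl, pH 7.4, 30 min, 37C; compounds titrated up to 46 uM; AC50 by Hill equation.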
* marks the source's active call; other numbers are inactive results; ? = inconclusive; . = not tested or not shown; [ ] = another dose, or the depositor's remark. Unless noted, the call rests on the fitted dose curve; in most records, active means well fitted curve in the direction sought with a large enough effect; inconclusive means small, poorly fitted or top-dose-only effect, or another doubt; inactive means no such curve, though single readings can be large; an effect the other way counts as inactive or inconclusive. Unless noted, on the % scale 0 is the no-effect control and ±100 the full control effect. The list is partial, so the mix of outcomes need not match the whole.

SMILES | PNC assembly inh | IMPase inh | ALOX15B inhib | 12-hLO inh
COc1cc(OC)c(C(=O)NC2CCCCCC2)cc1OC | ? | 0 | -7% | -3%
CC(C)Nc1ncnc2c1nnn2Cc1ccccc1 | -24 | 8 | -3% | -7%
COc1ccc(S(=O)(=O)N2CCC(C(=O)NCCc3ccc4c(c3)OCO4)CC2)cc1 | 3 | 0 | -6% | -7%
N#Cc1cccc(-n2nnnc2-c2ccccn2)c1 | -19 | -14 | -6% | -5%
CCOC(=O)CNC(=O)Cn1cnc2c(nnn2-c2ccc(C)cc2)c1=O | -20 | -17 | -5% | -8%
Cc1cc(C)c(C)c(S(=O)(=O)Nc2ccc(OCC(=O)O)cc2)c1C | 4 | -4 | -5% | -1%
Fc1cccc(Cl)c1Cn1nnc2c(-n3ccnc3)ncnc21 | -20 | 9 | 7% | -1%
Cn1c(=O)cc(SCC(=O)N2CCN(c3ccccn3)CC2)c2ccccc21 | 8 | -3 | 0% | -5%
O=C1CN(C(=O)COC(=O)c2ccccc2NCc2ccco2)c2ccccc2N1 | ? | 4 | -3% | 2%
O=S1(=O)N=C(N2CCCc3ccccc32)c2ccccc21 | ? | 0 | -2% | -1%
O=C(NC1CC1)c1sccc1-n1cccc1 | 8 | -6 | -1% | 6%
Cn1cc(S(=O)(=O)NCc2ccco2)c(=O)n(C)c1=O | 8 | -9 | -2% | 4%
CCOC(=O)C1(CC)NC(c2ccc(N(C)C)cc2)C2C(=O)N(C)C(=O)C21 (stereo not drawn) | -13 | 3 | -5% | -1%
CC(=O)N1CCCc2cc(S(=O)(=O)NCCC3=CCCCC3)ccc21 | -86* | -4 | 4% | 1%
O=C1C2C3C=CC(CNS(=O)(=O)c4ccccc4)(O3)C2C(=O)N1c1ccc(Cl)cc1 (stereo not drawn) | -19 | . | . | -8%
Cc1ccccc1C(=O)NC(=S)Nc1ccc(S(=O)(=O)N2CCOCC2)cc1 | ? | -7 | . | -27%
COCCn1c(SCC#N)nnc1-c1ccc(OC)cc1 | -100* | -8 | . | -9%
CCCC(=O)N1CC2(CCC)CN(C(=O)CCC)CC(CCC)(C1)C2=O | -14 | 7 | -1% | -1%
O=C(O)c1cc2c(ccc3ccccc32)oc1=O | ? | -9 | -6% | -6%
Cc1ccc(-n2[nH]c(C)c(/C=N/Nc3ccc([N+](=O)[O-])cc3[N+](=O)[O-])c2=O)cc1C | ? | . | . | -3%
CCCCNC(=O)CC(=O)Nc1ccccc1C(=O)O | 17 | -6 | -2% | 1%
CCC/C=C(\CCC)C(NC(=O)c1ccccc1)c1ccccc1 (stereo not drawn) | . | . | 13% | -2%
CC1C(C#N)=C(N)OC2=C1C(=O)CCC2 (stereo not drawn) | -5 | -5 | -15% | 4%
COc1ccccc1-c1cc(C(F)(F)F)nc(S(=O)(=O)CCCC(=O)O)n1 | 52 | -5 | -2% | -2%
O=C(Oc1oc(-c2ccco2)nc1C=Nc1ccccc1)c1ccoc1 | ? | 2 | -4% | -3%
Cc1ccc2nc(-c3ccc(NS(=O)(=O)c4ccc(F)cc4)cc3)sc2c1 | 39 | . | . | -12%
CCOC(=O)c1ccc(NC(=S)NC(=O)c2nn(CC)cc2Br)cc1 | ? | . | . | 1%
COc1ccc(Oc2nc(-c3ccccc3)ncc2S(=O)(=O)c2ccccc2)cc1 | 23 | 3[1.84 µM] | 9%[11.4 µM] | 0%
CCOc1cc(C(=O)Nc2nnc(CC)s2)ccc1OCC(=O)N1CCOCC1 | -16 | -4 | -1% | -2%
CCc1ccc(NC(=O)CSc2nnc(CNC(=O)c3c(F)cccc3Cl)o2)cc1 | -16 | 6 | -3% | -4%
Cc1ccc(C)c(NC(=O)CSc2nc3[nH]ncc3c(=O)[nH]2)c1 | 60 | . | . | 0%
COc1ccc(OCC(=O)Nc2nc3ccccc3[nH]2)cc1 | 5 | 2 | 27% | -11%
Cc1cc(NC(=O)CSc2nc3ccccc3n2CC(=O)N2CC(C)CC(C)C2)no1 (stereo not drawn) | 42 | 2 | -4% | -1%
COc1ccccc1C(=O)NCC(=O)OCC(=O)c1ccc2c(c1)-c1ccccc1C2 | ? | 1 | . | 3%
Cc1ccc(C2Nc3ccc4ccccc4c3C3=C2C(=O)CC(C)(C)C3)o1 (stereo not drawn) | ? | 3 | . | 0%
COc1ccc(C2NCCc3c2[nH]c2ccccc32)cc1COc1ccc(F)cc1 (stereo not drawn) | 48 | . | . | -4%
CCCCOc1ccc(Cl)cc1CSc1nnc(C)n1N | -97* | -6 | -3% | -2%
CSc1nc(C)cc(OCC(=O)n2nc(C)cc2C)n1 | ? | -4 | -1% | 2%
CC1=CC(=O)C=C(C)C1=NOC(=O)/C=C\c1ccccc1 | 41 | . | . | -1%
O=C(N/C(=C/c1cccnc1)C(=O)N1CCOCC1)c1ccccc1 | -25 | . | . | 2%
Cc1sc2nc(C3CC3)nc(SCC(=O)N3CCCc4ccccc43)c2c1C | 10 | . | . | -1%
COC(=O)C1=C(C)NC2=C(C(=O)CCC2)C1c1cn(Cc2ccc(Br)cc2)nc1-c1ccccc1 (stereo not drawn) | -9 | 5 | 2% | -8%
C#CCOC(=O)/C(=C/C=C/c1ccccc1)NC(=O)c1ccccc1 | 11 | . | . | -5%
Cc1csc(NC(=S)Nc2cccc(Cl)c2)n1 | -30 | . | . | ?
Cc1ccc(-c2nc(CS(=O)CC(=O)NC3CCC(C)CC3)c(C)o2)cc1 (stereo not drawn) | 38 | 0 | 0% | -7%
Cc1ccc(NC(=O)C(Cc2ccccc2)NC(=O)OCc2ccccc2)cc1C (stereo not drawn) | 23 | . | . | 0%
O=C(c1cnccn1)N1CCN(c2ccccc2F)CC1 | ? | -6 | . | 2%
COC(=O)c1sccc1NC(=O)CSc1nnnn1-c1ccccc1F | ? | -15 | -7% | -6%
C=C(C)COc1ccc2oc(C)c(C(=O)OCCOC)c2c1 | -4 | 9 | 10% | -3%
COc1ccc(OC)c(S(=O)(=O)NCCO)c1 | ? | 3 | 5%[2.29 µM] | 2%
CC12CC3CC(C)(C1)CC(C(=O)Nc1nn[nH]n1)(C3)C2 | 5 | 1 | 14% | 0%
CC(C)Oc1ccc2c(=O)cc(-c3ccccc3)oc2c1 | . | . | 2% | -1%
Cc1ccc(N=Nc2c(C)[nH]n(C(N)=S)c2=O)cc1C | 7 | . | . | -3%
O=S(=O)(Nc1ccc(O)c(Sc2nc3ccccc3s2)c1)c1ccc(Cl)cc1 | -5 | 0 | -25% | ?
O=C(Nc1cccc2cccnc12)c1cccnc1 | -85* | 2 | 1% | -1%
Oc1c(Cl)cc(Cl)cc1C(C#Cc1ccccc1)N1CCOCC1 (stereo not drawn) | ? | -3[1.84 µM] | -13%[11.4 µM] | -4%
CCN1CCCC1CN(Cc1cc2ccc(C)cc2[nH]c1=O)C(=S)Nc1cccc(OC)c1 (stereo not drawn) | ? | -1 | . | -9%
O=C(CC1S/C(=N\S(=O)(=O)c2ccc(F)cc2)N(c2ccccc2)C1=O)Nc1ccccc1 (stereo not drawn) | -15 | . | . | -2%
CC[N+](CC)(CC)C/C(N)=N/O | ? | 7 | -1% | -2%
COc1ccc(Cc2nc(-c3cccs3)no2)cc1OC | 30 | 5 | -5% | 1%

One compound at a time (already shown). Order of values: PNC assembly inh | IMPase inh | ALOX15B inhib | 12-hLO inh
Record of Oc1c(Cl)cc(Cl)cc1C(C#Cc1ccccc1)N1CCOCC1 (stereo not drawn) → ? | -3[1.84 µM] | -13%[11.4 µM] | -4%
Record of Cc1csc(NC(=S)Nc2cccc(Cl)c2)n1 → -30 | . | . | ?
Record of C#CCOC(=O)/C(=C/C=C/c1ccccc1)NC(=O)c1ccccc1 → 11 | . | . | -5%
Record of CC12CC3CC(C)(C1)CC(C(=O)Nc1nn[nH]n1)(C3)C2 → 5 | 1 | 14% | 0%
Record of COc1ccc(Cc2nc(-c3cccs3)no2)cc1OC → 30 | 5 | -5% | 1%

Back to the main list, repeating the 4 entries before the break.
SMILES | PNC assembly inh | IMPase inh | ALOX15B inhib | 12-hLO inh
CCN1CCCC1CN(Cc1cc2ccc(C)cc2[nH]c1=O)C(=S)Nc1cccc(OC)c1 (stereo not drawn) | ? | -1 | . | -9%
O=C(CC1S/C(=N\S(=O)(=O)c2ccc(F)cc2)N(c2ccccc2)C1=O)Nc1ccccc1 (stereo not drawn) | -15 | . | . | -2%
CC[N+](CC)(CC)C/C(N)=N/O | ? | 7 | -1% | -2%
COc1ccc(Cc2nc(-c3cccs3)no2)cc1OC | 30 | 5 | -5% | 1%
COc1ccc(NC(=O)c2ocnc2C)cc1OC | ? | -7 | -5% | -2%
CC(=O)Nc1ccc(S(=O)(=O)Nc2ccc(Cl)nn2)cc1 | 15 | . | . | -1%
CN(Cc1ccccc1)C(=O)c1cnc2n(c1=O)CCS2 | 5 | -8 | . | 4%
CC(=O)OCC1OC(n2ccc(=O)[nH]c2=O)C(O)C1O (stereo not drawn) | -28 | -8 | -7% | 2%
Cn1c(=O)oc2cc(S(=O)(=O)N3CCCC(C(=O)NCc4ccc5c(c4)OCO5)C3)ccc21 (stereo not drawn) | ? | 8 | 4% | 0%
CC(c1ccccc1)n1cnc2ccccc21 (stereo not drawn) | 18 | 3 | 47%[activator] | 3%
Nc1nc(C(=O)N2CCOCC2)nn1S(=O)(=O)c1ccccc1 | -6 | 5 | -1% | -5%
COCCn1nnnc1SCC(=O)c1ccccc1 | ? | 1 | 14% | -6%
CC(C)Oc1cccc(C(=O)Nc2ccc(CN3CCOCC3)cc2)c1 | ? | 11[1.84 µM] | 6%[11.4 µM] | 1%
COC(=O)C(O)(CC(=O)Nc1ccc(Cl)cc1F)C(F)(F)F (stereo not drawn) | ? | 8 | -2% | -12%
CN(C)c1ccc(/C=N\NC(=O)c2ccc(Cn3cc(Cl)cn3)cc2)cc1 | 28 | . | . | 7%
CCOc1ccc(S(=O)(=O)Nc2ccc3c(c2)c2c(n3S(=O)(=O)c3ccc(OCC)cc3)CCCC2=O)cc1 | 31 | . | . | 0%
Cc1cc(C)c(S(=O)(=O)c2ccccc2C)c(SCC(C)C)n1 | 3 | -15[1.84 µM] | 43%[activator][11.4 µM] | 0%
Cc1cnc(NC(=O)CSc2nnc(COc3c(C)cccc3C)o2)s1 | -119* | 6 | . | 5%
CS(=O)(=O)N1CCC2(CC1)CN(c1ccccn1)C2 | . | . | 2% | 3%
O=C(c1csnn1)N1CCC2(CCCN(c3ncccn3)C2)CC1 | . | . | 1% | 3%
CCC(=O)Nc1ccnc(-c2cccnc2)n1 | 79 | 3 | . | 5%
O=C(Nc1ccc2c(c1)OCCO2)c1cccnc1 | -17 | -7 | -12% | 0%
Cc1ccc(/C=N/NC(=O)CC(=O)NCc2cccnc2)cc1 | 1 | 10 | . | -3%
COc1ccccc1C(=O)Nc1ccccc1N1CCOCC1 | 74 | -6 | 2% | 5%
COc1ccccc1N1CCN(C(=O)c2cc3c(-c4ccc(Cl)cc4)nn(C)c3s2)CC1 | 7 | 2 | 9% | -9%
O=C(CN1CCC(Cc2ccccc2)CC1)NC(=O)NCc1ccccc1 | ? | -1 | . | -5%
Clc1cccc(Cl)c1CSc1nnc2ccccn12 | -12 | -1 | . | 2%
CC(=O)Nc1ccc(Nc2cc(C)nc3c(-c4ccccc4)c(C)nn23)cc1 | ? | 5 | . | -4%
O=C(NC(NC(=S)Nc1c(Cl)cc(Cl)cc1Cl)C(Cl)(Cl)Cl)OCc1ccccc1 (stereo not drawn) | 1 | 3 | . | 2%
